NSD2 HMT inh = NSD2 histone methyltransferase inhibitors, primary screen, biochemical, AlphaScreen, single concentration, set 2 | 0.54% of 310,000 active | Histone-lysine N-methyltransferase NSD2 (Homo sapiens), O96028 | inhibition, % at 12.5 µM | NSD2 peptide methylation, 120 min; in the data active = inhibition above about 50%
LANA DNA inh = inhibitors of KSHV C-LANA binding to DNA, primary screen, biochemical, fluorescence polarization, FAM-LBS DNA, MBP-C-LANA, single point. AID 504423, 2011. 0.078% of 340,000 active. inhibition, % at 9 µM. Kaposi's sarcoma herpesvirus LANA C-terminal domain (residues 932-1162) DNA binding;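 active = highest replicate inhibition at or above 60% at 9 µM, even if other replicates fall short; inactive = all replicates below 60% inhibition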;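 note: 0% = neutral control wells and 100% = 4 µM acridine orange control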
CAL PDZ FP-1 = untagged CAL PDZ binding inhibitors, primary screen, biochemical, fluorescence polarization, HTS. purified CAL PDZ, TMR-peptide fluorescence polarization, 1 h. inhibition, % at 24.9 µM. AID 602252, 2012. 0.92% of 300,000 active. Golgi-associated PDZ and coiled-coil motif-containing protein (Homo sapiens), Q9HD26;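 active = mean inhibition of at least 30% with at least half of replicates also reaching 30%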;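 note: 0% = DMSO neutral control and 100% = excess unlabeled competitor peptide PRC23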
DSG3 Ab inh = inhibitors of pemphigus antibody binding to DSG3, primary screen, biochemical, bead-based, flow cytometry, scFv-GFP; DSG3-coupled beads, scFv-anti-DSG3-GFP binding; stronger effect = lower value; binding (percent of control), % at 10 µM; 0.48% of 310,000 active; AID 588358, 2011;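 active = binding more than 3 SD below its plate's average and above zero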;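 note: hits lower antibody fragment binding to DSG3; some compounds called inactive have numbers as strong as hits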
DAGLB inh = DAGLB lipase inhibitors, primary screen, biochemical, fluorescence, HTS. Diacylglycerol lipase-beta (Homo sapiens), Q8NCG7. HEK293T DAGLB membrane lysate, EnzChek fluorogenic substrate. inhibition, % at 5.17 µM. 0.059% of 340,000 active. AID 504411, 2011; in the data active = inhibition above about 34%;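 note: 0% = enzyme with vehicle and 100% = wells lacking enzyme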
Target sequence (Q8NCG7 whole entry, looked up): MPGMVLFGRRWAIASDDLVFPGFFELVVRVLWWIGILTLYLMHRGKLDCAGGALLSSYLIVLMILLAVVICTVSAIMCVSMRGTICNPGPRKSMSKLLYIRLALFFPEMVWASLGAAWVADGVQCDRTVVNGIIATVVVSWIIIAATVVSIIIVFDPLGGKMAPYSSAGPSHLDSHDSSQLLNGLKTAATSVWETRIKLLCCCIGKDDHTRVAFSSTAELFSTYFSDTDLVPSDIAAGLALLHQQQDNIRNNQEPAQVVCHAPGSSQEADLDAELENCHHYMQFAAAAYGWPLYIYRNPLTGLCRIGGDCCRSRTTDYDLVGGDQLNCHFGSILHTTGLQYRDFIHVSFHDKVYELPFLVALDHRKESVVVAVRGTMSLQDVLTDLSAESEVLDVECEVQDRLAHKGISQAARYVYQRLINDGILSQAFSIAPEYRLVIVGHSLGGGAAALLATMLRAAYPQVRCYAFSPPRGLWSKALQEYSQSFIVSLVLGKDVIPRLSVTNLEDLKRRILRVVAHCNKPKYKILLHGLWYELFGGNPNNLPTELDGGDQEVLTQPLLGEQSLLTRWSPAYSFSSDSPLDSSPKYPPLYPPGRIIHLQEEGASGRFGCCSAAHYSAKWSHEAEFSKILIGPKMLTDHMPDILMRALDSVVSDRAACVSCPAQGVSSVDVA
V-ATPase pHluor = regulators of yeast V-ATPase proton pumping, primary screen, pHLuorin cytosolic pH fluorescence; S. cerevisiae; AID 504577, 2011; 0.37% of 350,000 active; response, % at 10 µM; in the data active = response mostly above about 7.3%, no sharp cut-off; inactive = mostly below about 5.4%; note: actives read high; inactives centre near 0; some compounds called inactive have numbers as strong as hits; reference of the scale not given here
Keap1-Nrf2 PPI = Keap1-Nrf2 protein-protein interaction inhibitors, primary screen, biochemical, fluorescence polarization, single point; Keap1 Kelch-Nrf2 peptide fluorescence polarization, 1536-well; Kelch-like ECH-associated protein 1 (Homo sapiens), Q14145; inhibition, % at 9.4 µM; 0.15% of 340,000 active; in the data active = inhibition above about 12%;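 note: human Keap1 Kelch domain with fluorescein labeled Nrf2 9mer peptide probe; 0% = neutral control wells and 100% = peptide positive control; higher means more block of Keap1 binding to Nrf2 peptide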
Cardiac RTF inh = cardiac RTF calcium sensitivity inhibitors, primary screen, biochemical, IANBD-TnC fluorescence, EC70 calcium | IANBD-labeled cardiac RTF, Ca2+ fluorescence | AID 493244, 2011 | 0.12% of 340,000 active | inhibition, % at 7.15 µM | Troponin I, cardiac muscle (Homo sapiens) + Troponin T, cardiac muscle (Homo sapiens) + …;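 active = inhibition above the mean inhibition of all tested compounds plus 3 SD, cut at about 17% in these data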;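 note: assay run at fixed EC70 calcium of 1.6 mM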
CAL PDZ FP-2 = CAL PDZ peptide-binding inhibitors, primary screen, biochemical, fluorescence polarization, Cer-tagged CAL PDZ, HTS | AID 504414, 2011 | inhibition, % at 20 µM | purified CAL PDZ, TMR-peptide fluorescence polarization, 1 h | 0.02% of 330,000 active | Golgi-associated PDZ and coiled-coil motif-containing protein (Homo sapiens), Q9HD26;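 active = highest replicate inhibition of at least 40%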;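 note: plate controls were DMSO neutral control wells for no effect and unlabeled competitor peptide control wells for full effect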
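Material: tagged CAL PDZ domain; buffer or medium: 25 mM sodium phosphate pH 7.4, 150 mM NaCl, TCEP, IgG, Thesit; compound dosing: single point, 20 µM; schedule: 1 h incubation at room temperature before polarization reading; measured by: FP readout, S and P plane fluorescence; read-out basis: percent inhibition from loss of millipolarization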
Arrestin-AP2 inh = inhibitors of beta-arrestin/AP2 binding, primary screen, biochemical, GPCR trafficking, flow cytometry | inhibition, % at 10 µM | FITC-arrestin peptide / GST-AP2 beads; AP2 beta2 appendage carries R879A mutation | 0.31% of 340,000 active;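 active = inhibition above a set limit, near 3 SD of compounds lacking own fluorescence, cut at about 54% in these data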;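 note: plate controls were DMSO wells for no effect and 5 µM unlabelled arrestin peptide for full effect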
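system = GST-tagged AP2 beta2-adaptin appendage (R879A) on 4 µm glutathione beads | reagent = FITC-labelled arrestin peptide probe, 50 nM final | schedule = compound with beads 12 min RT, then probe 1 h RT | signal = HyperCyt-sampled flow cytometry, FL1 channel, ex 488/em 535 nm | read-out = percent response from loss of bead-bound FITC fluorescence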
* marks the source's active call; other numbers are inactive results; nt = not tested or not shown. Not all compounds are listed; rates above refer to the full screens.

SMILES	NSD2 HMT inh	LANA DNA inh	CAL PDZ FP-1	DSG3 Ab inh	DAGLB inh	V-ATPase pHluor	Keap1-Nrf2 PPI	Cardiac RTF inh	CAL PDZ FP-2	Arrestin-AP2 inh
C[C@@H]1CC=C[C@H]2[C@H]1C(=O)N(Cc1ccccc1)[C@H]2c1ccc2ccccc2c1Br	nt	-1.0	0.2	105.4	-8.9	1.7	-3.6	5.2	-1.1	1.0
CC(=O)Nc1ccc(C(F)(F)F)cc1Cl	-2.0	-1.3	nt	103.6	-0.6	-3.7	-1.5	-6.9	-0.4	14.3
COc1ccc2ccccc2c1/C=N\NC(=O)c1cccnc1	-2.2	nt	nt	104.9	nt	0.9	nt	nt	nt	-2.3
CCOc1cc(CNCCSc2nnnn2C)cc(Br)c1OCc1ccc(F)cc1	-4.2	1.3	-0.3	104.5	-6.5	5.6	-9.4	-8.0	-0.4	0.6
O=C(COC(=O)c1n[nH]c2ccccc12)Nc1ccccc1	3.6	0.8	-4.1	97.4	-1.0	-1.4	2.7	2.6	-2.1	25.9
O=C1N/C(=N\N=C\c2cccs2)SC1Cc1cccc(Cl)c1 (configuration not stated)	0.4	-0.7	0.1	nt	4.3	7.2	-2.9	-6.0	-0.6	3.0
CC(C)NC(=O)C1CCN(C(=O)N(C)C)CC1	0.6	0.5	-4.1	106.2	2.2	-0.4	-6.0	-4.4	0.0	1.6
CC(Oc1ccc(Br)cc1Br)C(=O)Nc1cccnc1Cl (configuration not stated)	-1.8	1.8	-3.8	116.9	-6.7	1.4	-5.7	-0.9	-0.4	2.8
CCOc1c(Cl)cc(/C=C/C(=O)N(CC)CC(=O)Nc2ccc(NC(C)=O)cc2)cc1OC	1.6	-0.5	7.4	125.6	-1.2	-2.2	-0.2	-5.8	-2.1	-27.0
COc1ccc(/C=N\NC(=O)c2sccc2C)cc1Cn1nc(C)cc1C	0.6	-2.1	-3.2	101.4	0.9	-3.0	-1.0	-8.2	-2.9	5.3
O=C(NC1CCCCC1)NC1C2CC3CC(C2)CC1C3 (configuration not stated)	-4.0	0.8	-3.0	108.6	-0.9	-3.3	4.5	9.2	-1.5	-8.7
COc1ccc(-c2nc(SC(C)C(=O)Nc3ccc(NC(C)=O)cc3)n[nH]2)cc1 (configuration not stated)	-1.5	0.3	nt	92.1	5.2	0.1	0.8	-5.0	-1.3	-1.7
COc1ccc(CNc2ncc(-c3ccc(Br)cc3)n2C)cc1OC	6.0	2.7	-3.2	105.3	1.9	-3.4	-2.8	-9.5	nt	-4.3
CCCCNC(=O)c1ccc(CS(=O)(=O)c2ccc(OC)cc2)o1	nt	-0.7	nt	105.5	-2.9	-1.4	-1.1	-11.1	-1.8	21.9
FC(F)(F)c1ccc(C2[C@H]3CN(CC4CCCCC4)[C@H](c4ccccc4)C34CC2(c2cccnc2)C4)cc1 (some centres not stated)	nt	2.2	-0.7	102.3	0.0	2.7	-7.4	-9.1	-2.5	8.0
CCOC(=O)C1(CCOc2ccccc2)CCN(Cc2cccc(OC)c2O)CC1	-0.5	-5.4	-3.2	118.2	-1.1	-2.3	-5.2	-1.4	0.7	2.0
O=C1CC(=O)C(n2cncn2)C(c2c(F)cccc2Cl)C1 (configuration not stated)	0.5	1.0	nt	97.3	1.4	-4.8	-1.8	7.1	-0.9	0.4
O=C(N/N=C/c1ccncc1)c1ccc(-n2cccc2)cc1	0.1	1.4	1.4	116.6	-2.3	-3.0	-7.2	0.8	0.0	0.9
CN(C)CCCOc1ccc(C(C)(C)c2ccccc2)cc1	0.1	0.2	-1.0	nt	1.4	2.9	5.5	3.9	nt	20.3
COc1cccc(CCNC(=O)c2cccc(NC(=O)C3=C(C)OCCS3)c2)c1	0.3	0.3	-3.8	102.2	-1.1	3.7	-1.7	2.1	-2.3	-10.7
COC(=O)CSc1nnc(-c2ccncc2)n1N	-3.1	-0.9	nt	103.3	5.0	2.5	1.5	-6.6	0.2	10.9
O=C(Cc1c(Cl)cccc1Cl)N1CCN(S(=O)(=O)c2cccs2)CC1	-0.8	0.7	2.2	111.5	-3.0	2.1	-4.3	-8.8	0.2	21.3
O=C(CSc1ccc([N+](=O)[O-])cc1)Nc1cccc(S(=O)(=O)N2CCOCC2)c1	-0.7	-2.3	nt	97.4	-0.2	1.1	0.5	-10.8	-1.2	-1.5
Cc1ccc(NC(=S)NCc2ccccc2)cc1S(=O)(=O)N1CCCCC1	-1.9	0.7	-2.7	99.9	-1.6	3.2	-4.4	-2.9	-1.8	-7.2
O=C(/C=C/c1ccc([N+](=O)[O-])cc1)NC1CC2CCC1C2 (configuration not stated)	-1.8	-1.7	20.8	77.7	0.5	-2.7	-0.1	-5.7	-2.4	4.6
Cc1cc(C(=O)COC(=O)C23CC4CC(CC(O)(C4)C2)C3)c(C)n1C	3.1	-0.8	nt	89.0	-1.9	-1.5	-2.3	-7.0	-0.5	-3.7
CCn1c(C(=O)OC)cc2c1ccn2-c1ccc(F)cc1	8.3	-3.6	-4.0	129.9	-11.3	-6.6	-4.0	1.4	-1.7	-1.1
CCN(CC)CCNC(=O)c1ccc(NC(=O)c2ccc(C(=O)c3ccccc3)cc2)cc1	12.0	-1.4	nt	107.3	2.3	-1.8	-1.1	-4.0	-3.0	-15.7
CCc1ccc(S(=O)(=O)c2nnn3c2nc(N2CCOCC2)c2ccccc23)cc1	1.1	-0.4	-2.9	nt	0.4	0.2	2.6	-0.6	-1.6	38.8
COc1cc(NS(=O)(=O)c2ccc(NC(=S)NC(=O)COc3ccccc3OC)cc2)nc(OC)n1	-1.3	1.3	nt	103.0	8.3	-3.8	2.2	-0.2	-1.0	4.2
C=C(C)C1CC=C(C)/C(=N/NC(=O)c2ccc(NC(=O)CCC)cc2)C1 (configuration not stated)	-1.6	1.0	-1.8	98.2	-0.6	-4.3	-1.2	4.2	-2.8	36.2
CC(=O)Nc1c(Cl)n(C(C)=O)c2ccccc12	nt	-0.2	-0.8	nt	1.3	1.1	-3.7	-10.8	-0.7	8.7
CC1(C)CC(=O)c2cc(OCC(=O)N3CCN(c4ccccc4F)CC3)ccc2O1	-1.3	0.7	-4.2	99.3	2.1	-0.6	-1.0	-10.1	-3.2	4.9
COCCN(CCOC)S(=O)(=O)NC[C@H]1O[C@@H](n2cnc3c(N)ncnc32)[C@H](O)[C@@H]1O	nt	-0.2	-3.9	95.7	-2.0	2.2	3.2	-0.2	0.0	4.0
COc1cc(NC(C)CCCN)c2nc(C)ccc2c1Oc1ccc(F)cc1 (configuration not stated)	4.0	nt	nt	116.7	-3.4	6.8	nt	nt	nt	nt
CCOc1ccc(C(C)=O)cc1N1C(=O)C2C3C=CC(O3)C2C1=O (configuration not stated)	nt	-0.1	-2.6	77.4	0.9	6.4	-7.3	-5.4	0.1	78.1*
Cc1oc2ccc(OCc3ccc(F)cc3)cc2c1C(=O)O	-0.2	0.3	-0.3	nt	4.3	-4.5	-2.7	-2.7	-5.9	7.9
COc1ccc(C(CNC(=O)c2c(C)nn(Cc3ccc(C)cc3)c2Cl)N2CCOCC2)cc1 (configuration not stated)	-1.9	0.6	nt	nt	-2.2	-2.0	1.9	-8.1	0.1	2.2
O=C(CCC(=O)N1CCN(c2ccccc2F)CC1)c1ccc(Cl)s1	-0.5	0.5	3.1	97.1	-7.1	-2.4	-5.7	3.9	0.6	8.6
COC(=O)C1=C(C)N(C(C)C)C(=O)C1(NC(C)=O)C(F)(F)F (configuration not stated)	-0.9	-0.2	-4.2	102.2	-0.7	0.7	2.2	-1.1	nt	13.2
CC(OC(=O)c1ccc(S(=O)(=O)N(C)c2ccccc2)cc1)C(=O)NCCC1=CCCCC1 (configuration not stated)	-5.3	-1.6	-2.6	105.9	-8.2	4.1	-2.0	-10.7	1.0	0.0
O=C(O)c1ccc(Nc2nc3ccccc3nc2NS(=O)(=O)c2cccs2)cc1	-0.7	1.4	4.8	95.8	-0.3	-0.7	-0.7	-8.4	-1.5	20.4
COc1ccc(N(CC(=O)NC2CCS(=O)(=O)C2)S(=O)(=O)c2cc(C)ccc2C)cc1 (configuration not stated)	0.5	8.7	-1.8	92.1	-3.0	0.2	-1.1	2.6	0.0	36.6
CCN(CC)S(=O)(=O)c1ccc(C(=O)NC(=S)N2CCCCC2C)cc1 (configuration not stated)	11.1	nt	nt	109.2	0.7	-2.9	nt	nt	nt	nt
CN1CCc2nc(SCC(=O)Nc3ccc(Cl)cc3)c(C#N)cc2C1	1.0	-0.1	-1.3	105.5	-0.6	0.2	0.2	-7.5	-2.8	-0.4

Part of the list above, with values under each structure:
Values run as follows: NSD2 HMT inh, LANA DNA inh, CAL PDZ FP-1, DSG3 Ab inh, DAGLB inh, V-ATPase pHluor, Keap1-Nrf2 PPI, Cardiac RTF inh, CAL PDZ FP-2, Arrestin-AP2 inh
> COc1ccc(CNc2ncc(-c3ccc(Br)cc3)n2C)cc1OC
→ 6.0, 2.7, -3.2, 105.3, 1.9, -3.4, -2.8, -9.5, nt, -4.3
> CCOC(=O)C1(CCOc2ccccc2)CCN(Cc2cccc(OC)c2O)CC1
→ -0.5, -5.4, -3.2, 118.2, -1.1, -2.3, -5.2, -1.4, 0.7, 2.0

(further entries)
SMILES	NSD2 HMT inh	LANA DNA inh	CAL PDZ FP-1	DSG3 Ab inh	DAGLB inh	V-ATPase pHluor	Keap1-Nrf2 PPI	Cardiac RTF inh	CAL PDZ FP-2	Arrestin-AP2 inh
N/C(=N\OC(=O)N1CCOCC1)c1ccc(Cl)cc1	-1.8	0.7	-1.2	96.5	-0.2	0.4	0.6	-4.2	-0.5	-9.2
O=C(O)CCCCCn1c(SCC(=O)c2ccc(O)c(O)c2)nc2ccsc2c1=O	90.6*	14.3	-6.0	126.2	2.8	3.1	0.3	4.6	-4.5	1.2
C/C(N)=C(/C#N)C(=O)CSc1nc2cc(Cl)ccc2c(=O)n1-c1ccc(C)cc1	1.5	0.3	-7.5	89.5	0.5	0.5	-4.6	-15.7	-0.3	1.8
CC(C)(C)c1ccc(S(=O)(=O)N2CCN(CCC#N)CC2)cc1	nt	0.1	nt	110.0	-1.3	-1.8	-3.0	-8.7	-1.4	2.2

High-throughput results (PubChem BioAssay)
